MBNL1-CUG inh: blocks human MBNL1 binding to CUG repeat RNA | 280,000 tested, 0.036% active | Q9NR56 | AID 2675 | Potency, µM (highest dose often 57.5 µM), for inactives: at the highest dose activity change, negative = inhibition, usual class: inhibitors | TR-FRET MBNL1-His/biotin-(CUG)12 binding, 665/545 ratio; active = well fitted inhibition curve with a large enough effect in the signal ratio, with a control signal flat, not every such curve was filed as active; inconclusive = small, poorly fitted or top-dose-only effect, or effect the other way, or a change in a side signal; inactive = no such curve, though single readings can be large or run the other way; the % refers to the signal ratio; also: % is scaled to controls: 0 for no effect and ±100 for the full control effect
Target sequence (Q9NR56 whole entry, looked up): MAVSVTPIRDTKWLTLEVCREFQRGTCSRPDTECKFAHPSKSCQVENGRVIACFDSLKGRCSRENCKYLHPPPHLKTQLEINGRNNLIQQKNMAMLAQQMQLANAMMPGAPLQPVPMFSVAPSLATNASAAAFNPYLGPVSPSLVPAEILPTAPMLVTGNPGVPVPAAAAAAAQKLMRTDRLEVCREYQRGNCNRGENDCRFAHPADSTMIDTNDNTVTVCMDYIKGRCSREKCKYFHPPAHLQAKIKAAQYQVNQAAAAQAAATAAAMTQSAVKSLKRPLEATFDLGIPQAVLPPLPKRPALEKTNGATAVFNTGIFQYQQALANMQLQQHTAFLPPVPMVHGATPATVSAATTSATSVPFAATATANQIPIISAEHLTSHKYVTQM
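His-tagged MBNL1 binding to biotinylated (CUG)12 RNA was measured by TR-FRET using terbium anti-His antibody (0.055 ng/ul final) and streptavidin-XL665 (5 nM final). Compounds were titrated 92 nM to 58 uM; 60 min at room temperature.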
Rab9 prom act: activates the Rab9 promoter. Huh7 Rab9 promoter-luciferase reporter, luminescence, 24 h. Potency, µM (titrated, usually from 9.22 µM), without a hit: at the highest dose activation, negative = inhibition, actives largely listed as activators. 320,000 tested, 2.8% active; also: % of control where 0% means no effect; nearly all actives have a fitted effect of over 60% in size
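Luciferase signal after 10 min detection reagent at ambient indicates Rab9 promoter upregulation; stably transfected Huh7 cells were treated 24 h with compound in DMSO at 37 °C, 5% CO2.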
Gal4-VP16 FLuc: inhibits Gal4-VP16 luciferase reporter, ROR gamma counter-screen | Potency, µM (titrated, usually from 53.6 µM), for the others: at the top dose activity, negative = inhibition, actives largely listed as inhibitors | 310,000 tested, 3.5% active | Drosophila S2 Gal4-VP16 UAS-luciferase, luminescence, 20 h;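 also: Gal4-VP16 expression switched on by copper sulfate through the metallothionein promoter; % is scaled to controls: 0 for no effect and ±100 for the full control effect; nearly all actives have a fitted effect of over 50% in size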
NPC1 prom act: activators of NPC1 promoter | Potency, µM (series often up to 9.22 µM), inactives show at the highest dose activation, most hits filed as activators | AID 485313 | 320,000 tested, 2.4% active | Huh7 NPC1 promoter luciferase reporter, 24 h;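 also: % of control where 0% means no effect; nearly all actives have a fitted effect of over 60% in size; reporter is driven by a mutant NPC1 promoter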
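Luminescence from an NPC1 promoter-driven luciferase reporter in stably transfected Huh7 cells was measured after 24 h compound treatment at 37 °C, followed by 10 min ambient incubation with luciferase detection reagent.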
uPA generation: inhibitors of cell surface uPA generation; 330,000 tested, 0.31% active; Potency, µM (titrated, usually from 38.3 µM), inactives show at the highest dose activity change, negative = inhibition, most hits filed as inhibitors; AID 540303; cell surface uPA generation assay, qHTS; active = well fitted inhibition curve with a large enough effect; inconclusive = small, poorly fitted or top-dose-only effect; inactive = no such curve, though single readings can be large or run the other way; tested in mouse RAW 264.7 cells; also: % is scaled to controls: 0 for no effect and ±100 for the full control effect; nearly all actives have a fitted effect of over 55% in size
ELG1 genotox: induces genotoxicity in HEK293T cells with luciferase-tagged ELG1 | HEK293T ELG1-luciferase reporter, luminescence, 16 h | Potency, µM (highest dose often 46 µM), inactives show top-dose activity change, positive = activation, most hits filed as activators | 330,000 tested, 1.3% active; also: % of control where 0% means no effect; nearly all actives have a fitted effect of over 60% in size
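Quantitative HTS format in 1536-well plates. HEK293T ELG1-luciferase reporter cells receive test compound and are incubated 16 hr at 37 °C, 5% CO2; ONE-Glo added, 30 min room temperature, then luminescence read.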
RORg inh: blocks mouse ROR gamma transcriptional activity. P51450. Drosophila S2 Gal4-RORgamma UAS-luciferase reporter, 20 h. Potency, µM (doses to about 53.6 µM), without a hit: at the top dose activity change, negative = inhibition, actives largely listed as inhibitors. 310,000 tested, 5.4% active; also: % is scaled to controls: 0 for no effect and ±100 for the full control effect; nearly all actives have a fitted effect of over 60% in size
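Compounds are pin-transferred onto Drosophila Schneider cells expressing a copper-inducible Gal4–ROR gamma transactivation domain fusion. After 1 hr, copper sulfate is added to 700 uM final; luciferase is read 20 hr later.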
BRCA1 expr act: activators of BRCA1 expression | MCF7-BRCA1-FFLuc reporter, luminescence, 48 h; response scale: scaled: vehicle 0%, 10 µM genistein 100% | AID 624202 | 380,000 tested, 1.1% active | Potency, µM (top dose mostly 46.1 µM), for the others: top-dose activation, usual class: activators; also: nearly all actives have a fitted effect of over 80% in size; some results filed as inactive show a strong effect at the top dose
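MCF7 cells carrying a BRCA1-firefly luciferase reporter (2000 cells/well, phenol-red free MEM) were attached for 2 h at 37 °C, then given compounds for 48 h. Luminescence was read 15 min after luciferase reagent; activity normalized to genistein (10 microM) and DMSO.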
p53 reactivator: restores transcriptional activity of mutant p53; H1299 p53-A138V BP100-luciferase reporter, luminescence, 24 h; Potency, µM (titrated, usually from 92.2 µM), for inactives: at the top dose activity change, positive = activation, usual class: activators; 320,000 tested, 0.063% active; also: % of control where 0% means no effect; nearly all actives have a fitted effect of over 45% in size
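H1299 (p53-null), stable ts p53-A138V + BP100-Luc; 1000 cells/well, Opti-MEM/10% FBS; cpd 4 pt, 1:5; 24 h, 37 deg C, 5% CO2; detection reagent 10 min RT; luminescence.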
FLuc modulator: inhibits or activates purified firefly luciferase, miR-21 counter-screen | P08659 | purified FLuc, Km substrates, luminescence inhibition | Potency, µM (titrated, usually from 57.5 µM), for inactives: at the top dose activity change, negative = inhibition, actives largely listed as inhibitors | 360,000 tested, 6.9% active | AID 588342;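 also: plate controls were vehicle for no effect and reference inhibitor for full effect; nearly all actives have a fitted effect of over 55% in size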
Target sequence (P08659 whole entry, looked up): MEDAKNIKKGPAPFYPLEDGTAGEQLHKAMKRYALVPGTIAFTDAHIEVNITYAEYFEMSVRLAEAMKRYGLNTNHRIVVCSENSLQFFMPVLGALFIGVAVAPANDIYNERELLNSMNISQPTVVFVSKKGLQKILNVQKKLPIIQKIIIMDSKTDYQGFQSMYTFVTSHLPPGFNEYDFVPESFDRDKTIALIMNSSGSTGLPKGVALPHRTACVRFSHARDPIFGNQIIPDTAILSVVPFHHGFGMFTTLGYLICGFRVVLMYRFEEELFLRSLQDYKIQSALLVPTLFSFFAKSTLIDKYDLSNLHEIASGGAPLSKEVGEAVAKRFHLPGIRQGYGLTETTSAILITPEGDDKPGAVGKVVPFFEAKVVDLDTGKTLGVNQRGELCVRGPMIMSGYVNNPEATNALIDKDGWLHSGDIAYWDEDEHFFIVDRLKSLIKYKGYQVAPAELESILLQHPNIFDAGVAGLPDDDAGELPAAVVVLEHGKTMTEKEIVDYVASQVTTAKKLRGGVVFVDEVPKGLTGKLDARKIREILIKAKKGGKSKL
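Biochemical qHTS of compounds, final roughly 60 µM downward over six points, against 10 nM purified firefly luciferase using Km concentrations of substrates (10 uM D-luciferin, 10 uM ATP) in Tris acetate pH 7.5 buffer; luminescence output.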
Starred values were filed as active, the others as inactive; ? = inconclusive; nt = not tested or not shown; [ ] = another dose, or the depositor's remark. Unless noted, calls follow the shape of the dose curve; as a rule, active = well fitted curve in the direction sought with a large enough effect; inconclusive = small, poorly fitted or top-dose-only effect, or another doubt; inactive = no such curve, though single readings can be large; an effect the other way counts as inactive or inconclusive. Potency is read from the fitted curve at half-maximal effect.

SMILES	MBNL1-CUG inh	Rab9 prom act	Gal4-VP16 FLuc	NPC1 prom act	uPA generation	ELG1 genotox	RORg inh	BRCA1 expr act	p53 reactivator	FLuc modulator
COc1ccc(NC(=O)c2coc(C)c2)cc1	5%	?	30%	?	1%	?	19%	5.6µM*	?	24µM*
N#Cc1ccccc1Cn1c(=O)n(CCCC(=O)NCc2ccc3c(c2)OCO3)c(=O)c2ccccc21	-6%[11.5 µM]	-2%	-28%	-8%	0%	14%	0%	-1%	-13%	0%
O=[N+]([O-])c1cc(CN2CCCCCC2)ccc1O	18%	-1%	-4%	-1%	-5%	3%	-5%	-12%	nt	2%
Cc1ccc(S(=O)(=O)N(C)c2ccccc2C(=O)N2CCOCC2)cc1	-6%	5%	-5%	-1%	4%	4%	-19%	-3%	-1%	-1%
N=c1c(C(=O)NCCc2ccccc2)cc2c(=O)n3ccccc3nc2n1Cc1ccco1	?	-6%	-22%	-9%	-1%	-14%	19%	-35%	-3%	-1%
NS(=O)(=O)c1ccc(CCNC(=O)c2cc3ccccc3oc2=O)cc1	?	8%	-15%	-1%	0%	4%	20%[1.91 µM]	-4%	nt	-2%
CN(CC(=O)Nn1cnnc1)S(=O)(=O)c1cc(Cl)ccc1Cl	4%	-2%	-21%	0%	nt	0%	-5%	4%	13%	-2%
Cc1cccc(NC(=S)NCc2ccccc2Cl)c1C	4%	6%	4µM*	-2%	-2%	1%	5µM*	0%	nt	10%
COc1ccc(OCCn2cc(C=O)c3ccccc32)cc1	0%	2%	-23%	-3%	-4%	-6%	?	-20%	?	-3%
CCOC(=O)NNC1CC(=O)N(c2ccc(OC)cc2)C1=O (stereo not given)	6%	8%	-9%	1%	nt	3%	-8%	-1%	-4%	1%

RORg inh: what is marked active above
SMILES | MBNL1-CUG inh | Rab9 prom act | NPC1 prom act | uPA generation | RORg inh | p53 reactivator
Cc1cccc(NC(=S)NCc2ccccc2Cl)c1C | 4% | 6% | -2% | -2% | 5µM* | nt

(further entries)
SMILES	MBNL1-CUG inh	Rab9 prom act	Gal4-VP16 FLuc	NPC1 prom act	uPA generation	ELG1 genotox	RORg inh	BRCA1 expr act	p53 reactivator	FLuc modulator
CCCn1c(SCC(=O)N2CC(=O)Nc3ccccc32)n[nH]c1=O	nt	nt	nt	nt	1%	0%	nt	-3%	9%	nt
CSCC[C@H](NC(=O)[C@H]1CC[C@H](CNC(=O)[C@@H]2CCCN2)CC1)C(=O)O	-11%	-3%	1%	-1%	-4%	-2%	8%	-5%	-2%	0%
CC1C2(C)OCC(C#N)(C(=N)O2)C1(C#N)C#N (stereo not given)	nt	-1%	9%	-4%	nt	0%	10%	nt	4%	4%
CC1CCCC(NC(=O)CSc2nnc(N)s2)C1C (stereo not given)	-4%	-5%	-8%	0%	0%	-1%	0%	1%	-3%	-2%
CC1CCCCN1C(=O)c1ccc(C(=O)Nc2ccc(F)cc2)cc1 (stereo not given)	nt	-4%	nt	3%	19%	-6%	nt	-7%	-2%	-8%
Cc1cc2oc(=O)cc(-c3ccccc3)c2c(C)c1-c1ccc(CO)cc1	nt	nt	-8%	nt	-10%	7%	-3%	0%	-8%	nt
Cc1nn(-c2ccccc2)c2nc3c(cc12)C(=O)CCC3	6%	-4%	-2%	-1%	-10%	-2%	3%	-86%[inhibitor]	-12%	3%
Cc1csc(NC(=O)NCC2CCCC(CNC(=O)Nc3nc(C)cs3)C2)n1 (stereo not given)	4%	20%	0%	3.5µM*	8%	-1%	29%	2%	18%	?
O=C(Cn1nnc(-c2ccccc2NC(=O)c2ccccc2F)n1)NCc1ccco1	1%	4%	-17%	1%	0%	4%	-39%	-3%	2%	1%
Cc1cc(C(=O)Nc2ccc(Cl)cc2)c(C)n1Cc1cccs1	0%	0.32µM*	-24%	0.71µM*	-2%	2.3µM*	?	?	?	0.6µM*
CCOCCCNC(=O)N[C@H](C(=O)OC)C(C)CC (stereo not given in full)	nt	1%	-3%	-5%	3%	-1%	0%	-12%	0%	-4%
CCOc1ccc(C2NC(=O)CCC2[N+](=O)[O-])cc1 (stereo not given)	-4%	9%	2%	1%	0%	1%	44%[1.91 µM]	-8%	6%	-4%
CC(C(=O)Nc1ccc(S(N)(=O)=O)cc1)N1CCc2ccccc21 (stereo not given)	-6%	-4%	8%	-7%	-3%	-3%	?	-12%	-2%	-1%
NC(=O)N/N=C/c1cn(-c2ccccc2)nc1-c1cccs1	4%	?	1%	?	-7%	?	33%	78%	-1%	2.1µM*
Cc1cccc(-n2c(SCC(N)=O)nc3c(c2=O)C2(CCCCC2)Cc2ccccc2-3)c1	?	-8%	?	-6%	-7%	-6%	-19%	-75%	-5%	4%
Cc1ccc(/C=N/NC(=O)c2cccs2)s1	21%	?	11µM*	?	-25%	?	11µM*	11µM*	?	11µM*
O=C(COC(=O)c1cccnc1)Nc1ccccc1	-6%	-3%	3%	-1%	-5%	-1%	?	-29%	-2%	4%
Cc1ccc2nc(/N=C(\N)NC(=O)N3c4ccccc4Sc4ccccc43)nc(C)c2c1	0%	-1%	7%	-9%	1%	-4%	6%	-20%	3%	1%
Cc1ccccc1OCCCCCNCCO	-1%	-3%	3%	-1%	nt	-3%	2%	-3%	-4%	-1%
O=C1c2ccccc2CN1CCNC(=S)NC1CCCCC1	-1%	7%	-25%	13%	0%	18%	18µM*	67%	6%	-5%
O=Cc1c(NCCN2CCCC2)c2ccccc2[nH]c1=O	-5%	-7%	-7%	-10%	4%	-3%	-5%	9%	12%	-1%
CCOC(=O)C1(CC2CCCCO2)CCN(Cc2cccnc2)CC1 (stereo not given)	-4%	-1%	-6%	-2%	1%	0%	-1%	-3%	-4%	-1%
CCCN1C(C)C(C(=O)OCC)=CN(Cc2ccc(Br)cc2)S1(=O)=O (stereo not given)	nt	nt	nt	nt	6%	2%	nt	-20%	-1%	nt
CC(C)Nc1nc(NC(C)C)nc(Oc2ccc(=O)n(C)n2)n1	2%	-3%	3%	-6%	2%	?	-16%	-3%	3%	-2%
COC(=O)c1ccc(COc2ccccc2OC)o1	1%	4%	4%	1%	8%	6%	20%	31%	3%	?
COc1cc2ncnc(NCc3ccc(C)o3)c2cc1OC	-6%	-12%	10%[10 µM]	-5%	12%	-4%	18%	-22%	-3%	-1%
COc1cc(C2Nc3ccccc3NC3=C2C(=O)CC(C)(C)C3)cc(OC)c1OC (stereo not given)	3%	-5%	-7%	-2%	3%	4%	-12%	-4%	nt	7%
CCOC(=O)C1=CC[C@@H](c2cc3ccc(OC)cc3n2C)N(S(=O)(=O)c2ccc(C)cc2)[C@H]1C(=O)OCC	nt	1%	nt	-2%	10%	1%	nt	-12%	4%	-2%
CN(/N=C/c1ccc([N+](=O)[O-])o1)c1ccccc1	?	-3%	?	0%	-1%	2%	16%	1%	?	?
CCN1C(=O)[C@H]2[C@@H](c3ccc(-c4ccc5c(c4)OCO5)cc3)N[C@@](Cc3ccccc3)(C(=O)OC)[C@H]2C1=O	nt	nt	nt	nt	3%	0%	nt	0%	0%	nt
CCN(CC)S(=O)(=O)c1ccc(/C=C/C(=O)OCC(=O)N(C(C)C)C(C)C)cc1	1%	1%	-1%	-3%	-16%	0%	8%	12%	1%	-3%
O=C(Nc1ccc(N2CCOCC2)cc1)C1CCN(S(=O)(=O)c2ccc3c(c2)OCCO3)CC1	-4%	-1%	-10%	0%	-5%	-1%	31%	9%	-2%	-3%
CC(C)Oc1ccc(CNC(=O)c2cc(S(=O)(=O)N3CCOCC3)cn2C)cc1	0%	-7%	2%	1%	-1%	2%	15%	6%	2%	2%
COc1ccc(S(=O)(=O)N(CC(=O)NC2CC2)c2ccc(C)cc2)cc1OC	-2%	0%	-2%	-2%	-1%	-1%	-1%	-7%	-2%	0%
C#CCOCCOCCOCCNc1nc(N2CCN(C(=O)[C@H](CCCCN)n3cc([C@@H](N)C(C)CC)nn3)CC2)nc(N2CCN(C(=O)[C@H](CCCCN)n3cc([C@@H](N)CO)nn3)CC2)n1 (stereo not given in full)	?	-5%	-8%	7%	nt	0%	0%	nt	1%	-5%
O=C(CNC(=O)c1ccc(S(=O)(=O)N2CCCC2)cc1)N/N=C/c1ccccc1	nt	-1%	-3%	-3%	-3%	2%	-1%	-13%	-15%	-2%
Cc1cc(Br)ccc1SCC(=O)NNC(=O)c1ccco1	nt	-8%	nt	-1%	10%	-1%	nt	-4%	-12%	nt
O=C(OCC(=O)N1CCCCCC1)c1ccc(Cl)nc1	nt	nt	nt	nt	4%	0%	nt	34%	18%	nt
Cc1ccc(CNC(=O)c2sc3ccc(S(=O)(=O)N4CCCCC4)cc3c2N)cc1	2%	-5%	-15%	-1%	nt	-4%	?	nt	-9%	7%
CC(=O)Nc1ccc(C(=O)OCC(=O)Nc2c(C)n(C)n(-c3ccccc3)c2=O)cc1	nt	nt	nt	nt	19%	7%	nt	-2%	1%	nt
Cc1cc(C(=O)NCc2ccccc2F)c2ccccc2n1	8%	-1%	6%	-3%	3%	-11%	-10%	3%	-7%	1%
CN(CCOc1ccccc1)S(=O)(=O)c1ccc2oc3ccccc3c2c1	-6%	10%	?	5%	1%	-8%	?	-35%	19%	-4%
Cc1ccc(NC(=O)c2cnn(-c3ccccc3)c2C)cc1	-4%	0.4µM*	?	0.32µM*	?	1.5µM*	?	45%	nt	1.1µM*
